# GPR55 LPI antagonism: GPR55 antagonists blocking LPI-driven arrestin recruitment, primary screen, imaging, U2OS, beta-arrestin-GFP, LPI agonist (AID 2013). inhibition, % at 10 µM, or IC50 in µM where a hit was titrated. U2OS GPR55 beta-arrestin-GFP translocation imaging, LPI antagonism; higher % means a stronger effect. G-protein coupled receptor 55 (Homo sapiens). actives 0.13% (n = 290,000);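 active = spots per cell inhibited over 60%, with over 100 cells counted and total cytoplasm intensity under 500,000; inconclusive = wells with under 100 cells, flagged as likely toxic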;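 note: U2OS cells stably carrying GPR55 and arrestin-GFP stimulated by 5 µM LPI near EC80; imaged beta-arrestin-GFP aggregate spots per cell after agonist stimulation; plate controls were LPI-stimulated DMSO wells for no effect and DMSO wells without LPI for full effect; some results filed as inactive read as strong as hits; confirmed hits need IC50 under 10 µM and bright autofluorescent wells are also inconclusive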
# HIV peptide binding: inhibitors of HIV fusion peptide binding, primary screen, biochemical, uHTS, fluorescence dequenching (AID 1986); cell-free peptide binding, fluorescence dequenching, 30 min; higher % means a stronger effect; one-dose inhibition, % at 20 µM; IC50 in µM for titrated hits; actives 0.3% (n = 290,000); in the data active = inhibition mostly above about 52%, no sharp cut-off; inactive = mostly below about 76%; note: some results filed as inactive read as strong as hits
# NS5 inhibitors: Dengue-2 NS5 methyltransferase inhibitors, primary screen, biochemical, confirmation dose response (AID 588689) | Genome polyprotein (Dengue virus type 2 (strain 16681-PDK53)) | inhibition, % at 25 µM, or IC50 in µM where a hit was titrated | actives 0.3% (n = 340,000) | Dengue-2 NS5 methyltransferase capping enzyme assay, biochemical; higher % means a stronger effect; in the data active = a potency from the dose series; inconclusive = inhibition above about 29% without an active follow-up result
# MgcRacGAP inhibition: MgcRacGAP GTPase-activating activity inhibitors, confirmation, biochemical, ADP Hunter fluorescence; MgcRacGAP-stimulated Rac1 GTP hydrolysis, ADP Hunter fluorescence; higher % means a stronger effect; GST-tagged Rac1 F28L mutant substrate; inhibition, % at 30 µM, or IC50 in µM where a hit was titrated; actives 0.6% (n = 340,000); AID 624330, 2012;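 active = first-screen hits whose inhibition reached a set limit at any dose in the follow-up dose series; inconclusive = inhibition above the set first-screen limit but never retested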;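 note: fluorescence reports GDP produced by GAP-driven GTP hydrolysis; strong numbers were not always called active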
# GPR35 arrestin U2OS: GPR35 antagonists blocking zaprinast-driven arrestin recruitment, primary screen, imaging, U2OS, beta-arrestin-GFP, zaprinast agonist (AID 2058); actives 0.052% (n = 290,000); U2OS GPR35 beta-arrestin-GFP translocation imaging, zaprinast antagonism; higher % means a stronger effect; inhibition, % at 10 µM; hits with a dose series show IC50 in µM;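 active = inhibition of at least 50% with at least 30 cells and total cytoplasm GFP at most 10,000,000; inconclusive = under 30 cells or total GFP of 10,000,000 plus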
# SV40 large T antigen: SV40 large T antigen inhibitors, biochemical (AID 1903); actives 0.39% (n = 310,000); SV40 large T antigen ATPase/helicase inhibition assay; higher % means a stronger effect; inhibition, % at 20 µM; hits with a dose series show IC50 in µM; in the data active = a potency from the dose series; inconclusive = inhibition mostly from about 32% at the one dose, without a potency; inactive = the rest, 99 in 100 with inhibition below about 32%; note: strong numbers were not always called active
# UTI89 phage lysis: inhibition of K1F phage lysis, E. coli UTI89, bacterial capsule biogenesis inhibitors, alamar blue (AID 488966); E. coli UTI89 K1F phage lysis, alamar blue, 2 h; higher % means a stronger effect; inhibition, % at 100 µM, or IC50 in µM where a hit was titrated; actives 0.02% (n = 340,000);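 active = phage lysis inhibition, versus mean bacterial control, above a set limit; inconclusive = no clear call, values can overlap the other calls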;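 note: capsule biogenesis inhibitors block K1F phage lysis so surviving cells raise fluorescence; higher fluorescence means more inhibition of phage lysis; actives were called in the ten point dose series up to 300 µM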
# RSV antiviral HEp-2: RSV antiviral activity via CPE protection, HEp-2 cells, primary 10 µM value included (AID 2391) | HEp-2 cells, RSV-induced CPE inhibition; higher % means a stronger effect | CPE inhibition, % at 10 µM; hits with a dose series show IC50 in µM | actives 0.13% (n = 310,000); in the data active = a potency from the dose series; inconclusive = CPE inhibition mostly from about 23% at the one dose, without a potency; inactive = the rest, 99 in 100 with CPE inhibition below about 21%; note: strong numbers were not always called active
# Salmonella PhoP GFP: inhibitors of PhoP regulon expression, primary screen, Salmonella Typhimurium, GFP reporter (AID 1863); actives 0.16% (n = 300,000); one-dose inhibition, % at 50 µM; IC50 in µM for titrated hits; S. Typhimurium PhoP-regulated promoter GFP reporter, 4 h; higher % means a stronger effect;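 active = inhibition over 29.93%, a cutoff 3 SD above the screen mean, later confirmed by dose response; inconclusive = inhibition over 29.93% but no dose response follow-up; inactive = inhibition at most 29.93% or unconfirmed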;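 note: 0% = low Mg2+ inducing control and 100% = high Mg2+ repressing control; strong numbers were not always called active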
# NS5 inhibitors pilot replicate: also measured in NS5 inhibitors; calls as there; inhibition, %; measured here: pilot screen replicate inhibition
# * = called active by the depositor; ? = inconclusive; . = no result given; [ ] = remark or other dose.
SMILES,GPR55 LPI antagonism,HIV peptide binding,NS5 inhibitors,MgcRacGAP inhibition,GPR35 arrestin U2OS,SV40 large T antigen,UTI89 phage lysis,RSV antiviral HEp-2,Salmonella PhoP GFP,others
COc1ccc(C2CC(=O)N3CN(c4ccccc4F)CSC3=C2C#N)cc1OC (configuration not stated),9%,-2.4%,-2%,11%,1%,51%,2.0%,0.5%,15%,
Cc1cc(NC(=O)CCC(=O)N(c2ccccc2F)C(C(=O)NC2CCCC2)c2ccccc2)no1 (configuration not stated),-11%,-0.8%,-2%,0%,-6%,-7%,0.2%,2.6%,11%,
CCOc1cccc(CNn2cnnc2)c1OCc1ccccc1,15%,2.7%,-11%,5%,-1%,8%,0.1%,2.4%,-4%,
CC(=O)Nc1ccc(SCc2c(C)noc2C)cc1,2%,0.8%,-12%,.,18%,5%,0.1%,1.0%,11%,
O=C(c1ccccc1)N1CCN(Cc2cccc(Oc3ccccc3)c2)CC1,-4%,-1.2%,-4%,16%,13%,5%,-0.3%,4.6%,-5%,
Cc1cc(F)ccc1S(=O)(=O)N1CCCOC1CNC(=O)C(=O)NCc1ccncc1 (configuration not stated),11%,2.6%,1%,-2%,10%,14%,0.1%,0.6%,-6%,
CCOC(=O)c1c(N)sn(-c2ccccc2C)c1=S,7%,1.0%,-9%,19%,1%,10%,-0.4%,-0.8%,-6%,
CN(CC(=O)N1CCc2ccccc21)S(=O)(=O)c1cccc2cccnc12,-4%,0.5%,-5%,5%,-17%,4%,6.3%,0.9%,-5%,
N#CCc1nc2ccccc2c(=O)[nH]1,11%,-0.8%,-10%,-1%,1%,8%,0.3%,-0.7%,4%,
CCCCC(CC)C1OCC(C[N+]2(C)CCOCC2)O1 (configuration not stated),-2%,1.8%,1%,6%,-5%,19%,1.6%[50 µM],0.7%,0%,
CCCCCc1nnc(NC(=O)OCCC)s1,-5%,1.5%,-4%,1%,-16%,6%,0.1%,0.9%,14%,
Cc1cc(NC(=O)CSc2nc3c(sc4ccccc43)c(=O)n2CCCN2CCOCC2)n[nH]1,2%,-0.3%,-1%,3%,2%,13%,0.1%,-1.3%,-5%,
CC(=O)c1ccc(NC(=O)CN2CCN(CC(=O)Nc3ccc(C(C)=O)cc3)CC2)cc1,7%,0.4%,-14%,1%,-2%,.,0.4%,.,.,
CCCOc1ccc(/C=C/C(=O)O)cc1OC,12%,-1.1%,-10%,0%,-8%,1%,-0.1%,1.8%,-19%,
Cc1ccc(S(=O)(=O)N(C)c2c(C)ccc(S(=O)(=O)N3CCN(C)CC3)c2C)cc1,10%,-1.8%,-3%,0%,-3%,7%,0.0%,5.5%,0%,
O=C(c1ccc2c(c1)[nH]c(=S)n1c3ccccc3nc21)N1CCN(c2cccc(Cl)c2)CC1,-4%,-1.7%,-2%,4%,-18%,29%,0.3%,3.1%,-10%,
CCCCc1ccc(/C=C2\C(=O)c3ccccc3C(O)=C2C(=O)OCC)cc1,?,16%,.,.,59%*,19%,.,4.1%,-9%,
O=C(c1ccccc1)c1c[nH]c(C(=O)NNc2cccc(Cl)n2)c1,7%,-3.4%,-2%,2%,7%,2%,-1.1%,0.6%,4%,
Cc1ccc(S(=O)(=O)NCC(=O)OCC(=O)Nc2ccccc2OC(F)F)cc1,-4%,1.2%,-6%,5%,3%,6%,2.7%[50 µM],1.3%,4%,
CC1CCN(c2ccccc2NC(=S)NC(=O)c2ccc(-c3cccc([N+](=O)[O-])c3)o2)CC1,-2%,-0.1%,15%,7%,12%,4%,0.3%,2.3%,-11%,NS5 inhibitors pilot replicate=3.6
CCOc1ccc2nc(SCC(=O)NCc3ccc(OC)cc3)[nH]c2c1,-3%,-1.0%,2%,7%,-6%,-2%,-1.7%[50 µM],-0.2%,8%,
C/C(Cc1ccccc1)=N\NC(=O)CNC(=O)COc1ccccc1,-1%,1.1%,-2%,14%,8%,6%,0.5%,1.9%,-5%,
Cc1cc(C)c(S(=O)(=O)N2CCOC2CNC(=O)C(=O)NCc2ccco2)c(C)c1 (configuration not stated),-2%,3.7%,-2%,3%,-6%,12%,-3.7%,-0.8%,9%,
CCc1cc(=O)oc2c(CNCc3c(F)cccc3Cl)c(O)ccc12,-10%,-2.4%,-5%,11%,7%,5%,-0.1%,1.6%,-2%,
Cc1ccc(-c2nc(CS(=O)(=O)CC(=O)NCc3cccc(F)c3)c(C)o2)cc1,1%,2.9%,-2%,7%,11%,8%,0.8%,2.0%,.,
O=C(NCCCN1CCOCC1)c1onc(CSc2ccc(F)c(F)c2)c1C(=O)NCCCN1CCOCC1,.,.,2%,11%,.,7%,0.1%,-2.9%,2%,
O=C(OCc1nnc(-c2ccccc2)o1)c1cccnc1Cl,-28%,-1.2%,-2%,11%,7%,3%,-0.3%,-0.1%,5%,
Cc1cc(NC(=O)COC(=O)c2c(Cl)cccc2Cl)no1,.,.,2%,5%,.,.,-0.2%[50 µM],22µM*,.,
CCOc1ccccc1NC(=O)c1ccc2ccccc2c1,6%,0.3%,-3%,-1%,15%,5%,0.0%,22%,-5%,
Cc1c(NC(=S)Nc2ccccc2)c(=O)n(-c2ccccc2)n1C,3%,2.6%,-4%,5%,0%,9%,1.9%,1.1%,-4%,
CCN(CC)C(=O)CCCOc1ccc(Cl)cc1Cl,15%,-2.4%,-6%,10%,15%,21%,-0.1%,23%,6%,
Cc1ccc(OCc2cc(C(=O)N(C)CC3CCOCC3)no2)cc1C,-3%,-2.0%,-1%,12%,-9%,15%,1.7%[50 µM],5.5%,4%,
O=C(O)c1ccc2c(c1)SC1=NS(=O)(=O)CCN12,8%,1.0%,4%,4%,16%,2%,-0.1%,1.7%,-12%,
Cc1ccc(C2C=C(c3ccccc3OC(F)F)Nc3ncnn32)cc1 (configuration not stated),1%,-1.4%,-5%,5%,-7%,10%,6.3%,-1.9%,-5%,
COc1cccc(CC2(CO)CCCN(Cc3cnn(-c4ccccc4)c3)C2)c1 (configuration not stated),-4%,-0.7%,5%,2%,51%,24%,-0.1%,-1.0%,-2%,
COc1cc(C2NC(=O)NC(C)=C2C(=O)OCc2ccc(C)cc2)cc(OC)c1OC (configuration not stated),13%,-1.7%,2%,9%,16%,18%,0.4%,1.4%,6%,
CCCn1cc(NC(=O)C2CC(c3cccc(Br)c3)=NO2)cn1 (configuration not stated),-7%,-1.0%,-1%,-1%,-18%,7%,-0.2%,-0.6%,10%,
COc1ccc(CCC(=O)O)c(O)c1,14%,9.3%,0%,11%,1%,21%,-1.5%,1.3%,-9%,
O=C(NCc1cccnc1)NC(C(F)(F)F)C(F)(F)F,3%,-0.6%,0%,12%,-1%,7%,0.4%,1.5%,4%,
COC(=O)c1ccc(CSC(=N)N)o1,5%,-0.3%,1%,2%,-4%,14%,0.2%,0.8%,3%,
S=C(Cc1cccnc1)N1CCOCC1,?,1.5%,8%,8%,-5%,-5%,0.0%[50 µM],2.3%,13%,
Cc1nnsc1C(=O)NNC(=O)c1cccc2ccccc12,4%,-2.4%,2%,11%,12%,10%,-0.8%,.,-5%,
O=c1ccc(-c2ccc(S(=O)(=O)N3CCCCC3)o2)n[nH]1,-2%,0.1%,20%,12%,49%,12%,0.4%,0.3%,5%,
C=CCOc1ccccc1/C=c1\sc2nc(=O)c(C)nn2c1=O,-6%,28%,12µM*,24%,-2%,?,4.1%,1.8%,-2%,
CCCCn1c(SCC(=O)Nc2nnc(CC)s2)nc2c1c(=O)n(C)c(=O)n2C,12%,1.4%,-4%,7%,15%,1%,-0.5%,-0.8%,30%,
CC(=O)N(Cc1cccc(Br)c1)c1ccc(N2CCOCC2)c(Cl)c1,0%,1.6%,-3%,11%,21%,9%,-1.5%,3.2%,1%,
CSc1ccc(CN(C)CC(=O)Nc2c(F)cccc2F)cc1,20%,3.3%,2%,24%,0%,1%,0.0%,7.5%,7%,
CC(C)C(=O)Nc1nc2c(c(=O)[nH]1)CCCC2,14%,1.8%,.,.,7%,8%,.,0.2%,2%,
COc1ccc(CNC(=O)c2nnn(CC(=O)Nc3cc(C)cc(C)c3)c2N)cc1,10%,3.5%,-4%,-5%,1%,5%,0.2%,0.1%,2%,
COc1ccc(CCN2CC(C(=O)NCCc3cccc(F)c3)CCC2=O)cc1 (configuration not stated),9%,-0.8%,0%,3%,-14%,.,0.6%,.,.,
CC(C)C(=O)Nc1cccc(C(=O)Nc2cc([N+](=O)[O-])ccc2Cl)c1,7%,-0.6%,.,1%,0%,7%,-0.8%,3.5%,2%,
CCCOc1ccc(N2C(=O)CC(N3CCC(c4nc5ccccc5o4)CC3)C2=O)cc1 (configuration not stated),-5%,0.5%,.,.,-7%,8%,.,2.5%,-5%,

# Random excerpt: 4 compounds from above.
SMILES,GPR55 LPI antagonism,HIV peptide binding,NS5 inhibitors,MgcRacGAP inhibition,GPR35 arrestin U2OS,SV40 large T antigen,UTI89 phage lysis,RSV antiviral HEp-2,Salmonella PhoP GFP,others
S=C(Cc1cccnc1)N1CCOCC1,?,1.5%,8%,8%,-5%,-5%,0.0%[50 µM],2.3%,13%,
CSc1ccc(CN(C)CC(=O)Nc2c(F)cccc2F)cc1,20%,3.3%,2%,24%,0%,1%,0.0%,7.5%,7%,
Cc1nnsc1C(=O)NNC(=O)c1cccc2ccccc12,4%,-2.4%,2%,11%,12%,10%,-0.8%,.,-5%,
CC(=O)N(Cc1cccc(Br)c1)c1ccc(N2CCOCC2)c(Cl)c1,0%,1.6%,-3%,11%,21%,9%,-1.5%,3.2%,1%,

# Some of these compounds in order of molar mass, largest number first.
SMILES,GPR55 LPI antagonism,HIV peptide binding,NS5 inhibitors,MgcRacGAP inhibition,GPR35 arrestin U2OS,SV40 large T antigen,UTI89 phage lysis,RSV antiviral HEp-2,Salmonella PhoP GFP,others
CC(=O)N(Cc1cccc(Br)c1)c1ccc(N2CCOCC2)c(Cl)c1,0%,1.6%,-3%,11%,21%,9%,-1.5%,3.2%,1%,
O=c1ccc(-c2ccc(S(=O)(=O)N3CCCCC3)o2)n[nH]1,-2%,0.1%,20%,12%,49%,12%,0.4%,0.3%,5%,
S=C(Cc1cccnc1)N1CCOCC1,?,1.5%,8%,8%,-5%,-5%,0.0%[50 µM],2.3%,13%,

# Bioassay records from PubChem BioAssay.
